yeast sgs1 mgt1: NCI yeast anticancer drug screen, S. cerevisiae sgs1 mgt1 strain. AID 161. 10% of 78,000 active. growth inhibition, % at 50 µM;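 further: 0% = growth of vehicle-only cultures of the same strain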
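Growth of a repair-deficient yeast mutant was monitored after compound treatment and expressed as inhibition relative to vehicle-treated cultures.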
mlh1 rad18: NCI yeast anticancer drug screen, S. cerevisiae mlh1 rad18 strain; 11% of 79,000 active; % growth inhibition at 50 µM; AID 175;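 further: 0% = growth of vehicle-only cultures of the same strain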
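In this whole-cell yeast screen, a strain with altered DNA damage repair is challenged with compound, and its growth is measured against matched vehicle-treated controls.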
yeast bub3: NCI yeast anticancer drug screen, S. cerevisiae bub3 mutant strain; growth inhibition, % at 50 µM; 9.9% of 78,000 active; AID 167;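 further: 0% = growth of vehicle-only cultures of the same strain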
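Yeast carrying a defined mutation is treated with each compound, and growth is compared with that of vehicle-exposed cells to give inhibition.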
mec2-1: NCI yeast anticancer drug screen, S. cerevisiae mec2-1 strain; growth inhibition, % at 50 µM; 9% of 79,000 active;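 further: 0% = growth of vehicle-only cultures of the same strain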
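Yeast mec2-1 mutant treated with compound. Readout: growth inhibition vs vehicle controls.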
rad50: NCI yeast anticancer drug screen, S. cerevisiae rad50 strain; % growth inhibition at 50 µM; 10% of 79,000 active; AID 155;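 further: 0% = growth of vehicle-only cultures of the same strain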
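Compounds were tested on a yeast strain with an engineered DNA damage repair alteration; the reported value is growth inhibition normalised to vehicle treatment.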
cln2 rad14: NCI yeast anticancer drug screen, S. cerevisiae cln2 rad14 strain. % growth inhibition at 50 µM. 8.3% of 78,000 active. AID 165;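 further: 0% = growth of vehicle-only cultures of the same strain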
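Compounds are applied to the cln2 rad14 yeast strain, and growth is then compared with that of vehicle-treated cultures to give inhibition.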
* marks the source's active call; other numbers are inactive results; & = joins results of further samples. No stated cut-off is given here; in the data, active means growth inhibition above about 70%; inactive means the rest.

SMILES	yeast sgs1 mgt1	mlh1 rad18	yeast bub3	mec2-1	rad50	cln2 rad14
C=Cc1ccccc1N=NC(C(=O)OC)=P(c1ccccc1)(c1ccccc1)c1ccccc1	-1	-11	-4	21	-24	-7
CSCCC(NC(=O)C(Cl)Cl)C(=O)O (centres undefined)	-4	3	17	-3	-32	-49
CN(C)CCC(=O)N1C/C(=C\c2ccc(Cl)c(Cl)c2)C(=O)/C(=C/c2ccc(Cl)c(Cl)c2)C1	88*	89*	91*	90*	92*	90*
O=C(Nc1ccccn1)c1ccccc1Cl	-10	19	-6	3	1	4
CCOC(=O)c1ccc(NN=NC(C)(C)C)cc1	-15	-11	-7	-8	11	-29
CC(=O)OCc1cc2c(cc1CNCc1ccccc1)OCO2	7	7	5	-2	12	-31
CN1CC[C@@H](c2ccccc2)[C@@H](O)C1	49	10	4	12	6	-1
CS(=O)(=O)N(CCC#N)c1ccc(C=O)cc1	-7	7	-12	-25	20	-8
CC1(C)CC23C4COC(=O)C2CCC1C3CC4=O (centres undefined)	20	-21	0	-18	-7	-1
O=C(OCc1ccccc1CN1CCOCC1)c1ccc(Br)cc1	94*	76*	92*	75*	77*	52
COc1ccc(C(C)S(=O)(=O)c2ccccc2)cc1OC (centres undefined)	-3	6	6	9	6	-6
CCOC(OCC)C(C)(C)OC=O	-8	7	11	-21	-9	24
COC1OC2COC(c3ccccc3)OC2C(O)C1O (centres undefined)	1&8&-3	10&-4&-3	-17&-20&-9	-4&-16&-12	20&17&-24	-45&-46&-29
CCOC(=O)CN1CN(CCc2ccccc2)CC(C)(C)C1OCC (centres undefined)	43	40	41	32	37	21
COc1cc(/C=C(\C#N)C(N)=C(C#N)C#N)cc(O)c1O	-20	-19	-24	-21	-32	1
CC(C)CCOC(=O)N(C)c1ccccc1	10	-10	-24	0	9	-18
CC1(C)O[C@H]2Cn3c(c(C#N)c4ccccc43)[C@H]2O1	16	-21	42	-38	11	-11
Clc1ccc2ccccc2n1	-6	-8	10	-2	15	-23
O=C(CCN1C(=O)c2ccccc2C1=O)C(O)CCN1C(=O)c2ccccc2C1=O (centres undefined)	-8	2	-5	-4	-4	-7
CC1=C(C(=O)Nc2ccc(Cl)c(C(=O)OC(C)C)c2)SCCO1	5	0	25	7	45	4
CCCCCCC(C)OC(=O)OCCOCCOC(=O)OC(C)C(=O)OCCCC (centres undefined)	-1	3	-6	-22	24	-43
CCCCCCCCCCCCCCCCCC(=O)N/N=C/CCc1ccccc1	-1	16	-1	5	9	-7
CN1CCC(O)(c2ncc(Br)c3ccccc23)CC1	25	40	11	-8	17	11
O=C(O)C(Br)C(Br)c1ccccc1[N+](=O)[O-] (centres undefined)	95*	92*	96*	89*	96*	77*
O=CC1=C(Cl)c2ccccc2SC1	36	28	35	7	39	18
C=CC(=O)OCCCCCCCCCC	29	42	14	6	48	-1
O=Cc1ccc(F)cc1	-4	-17	-11	-24	-8	-13
Nc1ncc2[nH]c(I)nc2n1	1	26	40	20	17	1
Cc1ccc(SCc2ccccc2Cl)nn1	-2	5	15	-2	7	31
CC1CNC(=S)SSC(=S)N1 (centres undefined)	21	28	14	26	36	33
COc1ccc(N=Cc2ccccc2)c(NS(=O)(=O)c2ccc(C)cc2)c1	14	16	7	20	8	-15
CCCCCNC(=O)C(C)O (centres undefined)	-10	15	-2	-8	6	-30
Cn1c(=O)c(N=Nc2c(=O)n(C)c(=O)n3c2[nH]c2ccccc23)c2[nH]c3ccccc3n2c1=O	7	12	-11	17	-2	-27
CC(=O)C1=C(O)C2(O)C(=O)c3c(c(C)c4ccc(C)c(O)c4c3O)CC2C(N)C1=O (centres undefined)	14	4	19	38	10	12
CN(N=O)C(=O)NC(C=O)C(O)C(O)C(O)CO (centres undefined)	28	2	0	-23	5	12
N#C/C(=C\c1cc(F)cc(F)c1)c1ccccn1	1	30	3	-1	10	3
OCc1c(-c2cccc3ccccc23)sc(-c2cccc3ccccc23)c1CO	87*	88*	86*	93*	90*	87*
CN(C)N=Nc1ccc(Cl)c2ncccc12	-2	7	-4	2	0	64
NC(=O)C12CC3CC(CC(F)(C3)C1)C2	-13	2	11	0	16	9
CCC(=O)Oc1ccc(-c2ccccc2)cc1Cl	97*	98*	99*	98*	97*	96*
O=S1(=O)CCN(Cc2ccccn2)CC1	-28	-1	4	-34	-12	-8
Oc1ccc(C2=NNC(c3ccc(O)cc3)=NN2)cc1	17	10	13	12	13	21
O=C(OCC(OC(=O)c1ccccc1)C(OC(=O)c1ccccc1)C(OC(=O)c1ccccc1)C(OC(=O)c1ccccc1)c1nn[nH]n1)c1ccccc1 (centres undefined)	92*	90*	83*	89*	91*	90*
Cc1ccc2c(c1)C(c1ccccc1)(c1ccccc1)N(c1ccccc1)S2(=O)=O	65	59	20	34	51	25
CCC(CO)(CO)CBr	1	10	-5	-1	4	-15
Nc1ccc2[nH]cc(CCC(=O)O)c2c1	-4	18	-61	-7	-12	-12
Oc1ccc2c(c1)Cc1ccccc1-2	53	93*	98*	87*	93*	88*
CN(C)CCC(N)(P(=O)([O-])[O-])P(=O)([O-])[O-].N.N.[Pt+2]	3	4	12	2	-24	13
COC(CCCCC#N)(OC)OC	-17	-8	-12	-33	-10	-22
COc1ccc(/C(Cl)=C(\C=N/O)c2ccc(OC)c(OC)c2)cc1OC	-1	-7	8	12	-8	2
The list continues.
SMILES	yeast sgs1 mgt1	mlh1 rad18	yeast bub3	mec2-1	rad50	cln2 rad14
O=S(=O)(CCc1ccccc1)c1nc2ccccc2s1	-3	-12	-37	-2	-2	-12
C=C1CC2(CC(C(C)C)CCC2C)OC1=O (centres undefined)	15	2	-12	-2	8	20
O=C(Nc1cccc2c1C(=O)c1c(NC(=O)c3ccccc3)ccc(Nc3cccc4c3C(=O)c3ccccc3C4=O)c1C2=O)c1ccccc1	1	3	9	-3	8	10
COC(=O)C1[C@@H](C(=O)OC)C12C=Cc1ccccc1C=C2 (some centres undefined)	-50	-25	-29	-47	-33	1
CN(C)S(=O)(=O)N1CCOCC1	-1	5	-3	-7	9	11
NC(=O)c1cc(OCc2ccccc2)nc2nc(Cl)nc(N)c12	3	5	-1	15	-5	-16
Clc1ccc(C2NC(c3ccccc3)c3c(ccc4ccccc34)O2)cc1 (centres undefined)	27	78*	59	66	70*	81*
CC1=C(C(=O)Nc2cc(=O)n(C)c(=O)n2C)C(c2cccc([N+](=O)[O-])c2)C(C(=O)Nc2cc(=O)n(C)c(=O)n2C)=C(C)N1	25	42	24	32	9	22
O=C(O)c1ccccc1C(=O)Nc1ccc2ccccc2c1	5	19	8	-5	16	3
Nc1c(Br)cc2c([nH]c(=O)c3cc(Cl)ccc32)c1Br	37	39	10	-2	50	22
C=C1c2[nH]c3ccccc3c2CC(C(=O)O)N1C(O)c1ccc(S(=O)(=O)O)cc1 (centres undefined)	-4	4	-8	-8	12	-46
O=C(CCCn1ccnc1[N+](=O)[O-])NCCn1cnc([N+](=O)[O-])c1	5	61	-9	30	9	6
Cc1ccc(N=NN(C)C(C)C(O)Cc2ccccc2)cc1 (centres undefined)	6	17	-13	11	8	15
Oc1ccccc1CNCCNCc1ccccc1O	2	-36	-4	-14	-12	18
COC(=O)C1=CCC[C@H]2[C@@]1(COC(C)=O)CC[C@@H](C)[C@]2(C)CC(=O)c1ccoc1	37	13	34	32	29	23
Nc1c(O)c(O)c2ccccc2c1Nc1ccccc1	-4	-2	-2	-4	2	5
CC1CN=C(c2ccc(O)c(O)c2)S1 (centres undefined)	-4	7	-8	-3	16	-72
C/C(=N\Nc1ccc([N+](=O)[O-])cc1[N+](=O)[O-])c1ccc(C)cc1	0	-10	10	6	-2	-35
NCCCSc1ccccc1	-2	-5	0	15	-25	34
CC(=O)Nc1cc(C)ccc1Cl	0	-18	-8	-3	-16	18
CC(C)NC(=O)OCc1cn2c(c1COC(=O)NC(C)C)CCC2	36	35	14	13	20	22
CN1C(=O)c2ccccc2N(C)C(=O)c2ccccc21	11	12	5	-15	1	-2
CN(CN(C)/N=C/c1ccc(Cl)cc1)/N=C/c1ccc(Cl)cc1	8	10	-5	12	1	13
CCN(CC)C(=O)Nc1cccc(OC(=O)NC(C)(C)C)c1	15	4	35	41	4	-10
COc1cc2oc3ccccc3c(=O)c2cc1CSc1ccccc1N	40	40	72*	-19	45	28
CC(CO)N(C)C (centres undefined)	0	3	7	9	3	18
O=C(NCc1ccccc1)c1ccc(Cl)c(Cl)c1	32	8	27	17	25	25
CCOC(=O)C(Cl)C(Cl)C(=O)OCC (centres undefined)	100*	99*	99*	99*	99*	98*
O=C1NC(=O)NC(C(=O)O)N1	-24	-64	-7	4	19	24
O=Cc1ccc(-c2cccc([N+](=O)[O-])c2)s1	-14	2	6	6	5	20
O=C(CCc1ccc(O)c(O)c1)NCCc1cc(O)cc(O)c1	-27	-53	-43	-24	23	-5
COC(=O)CC1(O)C=CC(=O)C=C1	-9	-5	0	-4	-4	12
O=C(O)[C@@H]1CCS(=O)(=O)N1	11	-16	3	-9	8	16
C=C=C(C)[Si](C)(C)C	-30	-46	-51	4	-15	-3
Cc1ccc(C(=O)/C=C/c2cccc3ccccc23)cc1	22	4	10	4	16	4
O=C(OCCO)c1ccc(O)c(O)c1	3	8	-6	-5	15	-26
O=C(O)CCCCCCC(=O)CCl	66	73*	58	84*	72*	24
COC1(OC)C(c2ccc(Cl)cc2)C(C#N)(C#N)C1(OC)OC (centres undefined)	-14	-7	-1	-13	-7	-48
OC1CC23C=CC2(C1)C1(CC3)OCCO1 (centres undefined)	-1	7	11	-3	19	-38
CN(C=O)C1CCC2C3CC=C4CC(OC=O)CCC4(C)C3CCC21C (centres undefined)	4	-2	-3	11	1	6

No new results follow: an excerpt of the list.
SMILES	yeast sgs1 mgt1	mlh1 rad18	yeast bub3	mec2-1	rad50	cln2 rad14
CN(CN(C)/N=C/c1ccc(Cl)cc1)/N=C/c1ccc(Cl)cc1	8	10	-5	12	1	13
CCN(CC)C(=O)Nc1cccc(OC(=O)NC(C)(C)C)c1	15	4	35	41	4	-10
COc1cc2oc3ccccc3c(=O)c2cc1CSc1ccccc1N	40	40	72*	-19	45	28
CC(CO)N(C)C (centres undefined)	0	3	7	9	3	18
O=C(NCc1ccccc1)c1ccc(Cl)c(Cl)c1	32	8	27	17	25	25
CCOC(=O)C(Cl)C(Cl)C(=O)OCC (centres undefined)	100*	99*	99*	99*	99*	98*
O=C1NC(=O)NC(C(=O)O)N1	-24	-64	-7	4	19	24
O=Cc1ccc(-c2cccc([N+](=O)[O-])c2)s1	-14	2	6	6	5	20
O=C(CCc1ccc(O)c(O)c1)NCCc1cc(O)cc(O)c1	-27	-53	-43	-24	23	-5
COC(=O)CC1(O)C=CC(=O)C=C1	-9	-5	0	-4	-4	12
O=C(O)[C@@H]1CCS(=O)(=O)N1	11	-16	3	-9	8	16
C=C=C(C)[Si](C)(C)C	-30	-46	-51	4	-15	-3
Cc1ccc(C(=O)/C=C/c2cccc3ccccc23)cc1	22	4	10	4	16	4
O=C(OCCO)c1ccc(O)c(O)c1	3	8	-6	-5	15	-26
O=C(O)CCCCCCC(=O)CCl	66	73*	58	84*	72*	24
COC1(OC)C(c2ccc(Cl)cc2)C(C#N)(C#N)C1(OC)OC (centres undefined)	-14	-7	-1	-13	-7	-48

Next compounds follow.
SMILES	yeast sgs1 mgt1	mlh1 rad18	yeast bub3	mec2-1	rad50	cln2 rad14
Cc1cn(C2OC3COC2C3O)c(=O)[nH]c1=O (centres undefined)	11	-5	-6	1	-21	27
O=C(CN1CCN(c2ccccc2)CC1)n1nnc2ccccc21	-4	-6	-32	-4	-9	-14
CCOC(=O)c1nnc2sc(-c3ccccc3)nn12	15	24	-8	-4	20	-11
COc1ccc(/C=C2\CCC(C)(CN(C)C)C2=O)cc1 (centres undefined)	8	43	4	15	36	21
N#C/C(=C\c1ccc(F)cc1)C(=O)c1ccccc1	-5	24	19	7	5	26
CCCCCCCCCCCC[S+](C)CC(=O)[O-] (centres undefined)	40	73*	28	49	23	72*
CS(=O)(=O)OCC1CN(S(C)(=O)=O)c2cc(O)ccc21 (centres undefined)	28	-12	2	2	8	-16
O=C1C=C(c2ccccc2)C(O)(c2ccccc2)C1 (centres undefined)	7	6	11	7	15	5
CCCCCCCC1SCC(=O)N1c1nncs1 (centres undefined)	1	6	3	-20	-11	3
CCCCOCCOCCOC(=O)c1ccc(C)cc1	-14	11	46	-11	4	-50
CCc1cccc(CC)c1Nc1nc(-c2ccccc2-c2ccccc2)cs1	-7	-40	-21	-4	-29	-99
C=CCC1=C(C)C(OC(=O)/C=C/c2ccco2)CC1=O (centres undefined)	9	0	30	-5	10	-6
C/C(CCn1[nH]c(=O)ccc1=O)=N\NS(=O)(=O)c1ccc(C)cc1	13	-10	-5	5	-4	-7

Compound activity deposited in PubChem BioAssay by NCI.
